Apoferritin bind: candidate novel general anesthetic via apoferritin binding; P02791; apoferritin/1-aminoanthracene competitive binding, fluorescence; Potency, µM (titrated, usually from 77.5 µM), for the others: top-dose activity change, negative = displacement, most hits filed as inhibitors; 350,000 tested, 0.074% active; AID 485281; further: on the % scale 0 is the no-effect control and ±100 the full control effect; nearly all actives have a fitted effect of over 20% in size
Target sequence (P02791 2-175 limits assumed): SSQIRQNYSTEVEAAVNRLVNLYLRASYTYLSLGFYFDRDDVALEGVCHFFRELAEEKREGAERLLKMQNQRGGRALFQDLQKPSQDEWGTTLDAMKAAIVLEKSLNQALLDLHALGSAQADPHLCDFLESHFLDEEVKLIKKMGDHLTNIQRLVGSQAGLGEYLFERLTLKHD
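10 uM apoferritin + 50% sat. 1-AMA, PBS; cpd 10 min RT; Ex380/Em535 endpoint; normalized to free probe vs complex; 4-param Hill fit; propofol titration as pos. ctrl.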
APE1 inh: blocks human APE1 abasic DNA cleavage. P27695. recombinant APE1, TAMRA/BHQ-2 abasic DNA cleavage fluorescence. Potency, µM (titrated, usually from 65.8 µM), without a hit: top-dose activity change, negative = inhibition, most hits filed as inhibitors. 350,000 tested, 0.35% active;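 further: plate controls were vehicle for no effect and reference inhibitor for full effect; nearly all actives have a fitted effect of over 55% in size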
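Kinetic fluorescence read (525 ex/598 em nm, three reads 60 s apart) of AP-site incision; signal = third minus first read. Enzyme 0.75 nM, dual-labelled THF duplex 50 nM, compound preincubation 15 min RT.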
G9a block: inhibitors of human histone lysine methyltransferase G9a. Q96KQ7. G9a H3K9 monomethylation, AlphaScreen, 2 h. Potency, µM (series often up to 102 µM), for inactives: top-dose activity, negative = inhibition, actives largely listed as inhibitors. 350,000 tested, 8.8% active; further: on the % scale 0 is the no-effect control and ±100 the full control effect; nearly all actives have a fitted effect of over 75% in size
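Enzyme 20 nM + cpd, 15 min RT; add b-H3K9 pep 500 nM / SAM 20 uM; 2 h RT; anti-H3K9me1 Ab 0.5 ug/mL + SA donor / anti-rabbit acceptor beads 20 ug/mL each, 10 min; AlphaScreen read.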
POLK inh: blocks human DNA polymerase kappa activity. AID 588579. Potency, µM (doses to about 107 µM), for inactives: at the top dose activity, negative = inhibition, most hits filed as inhibitors. purified Pol kappa, fluorescent DNA synthesis assay, 10 min. 400,000 tested, 0.53% active; further: on the % scale 0 is the no-effect control and ±100 the full control effect
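10 nM Pol kappa was preincubated with compounds for 15 min at room temperature. Reaction started with 50 nM (final) substrate. Fluorescence read kinetically at 0 and 10 min.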
BAZ2B inh: inhibitors of human BAZ2B bromodomain. Q9UIF8. AlphaScreen BAZ2B-H3K14Ac peptide displacement. Potency, µM (titrated, usually from 114 µM), inactives show at the highest dose activity change, negative = inhibition, most hits filed as inhibitors. 360,000 tested, 4.4% active. AID 504333; further: on the % scale 0 is the no-effect control and ±100 the full control effect; nearly all actives have a fitted effect of over 60% in size
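BAZ2B (50 nM) with biotin-H3(5-23)K14Ac peptide (50 nM) in PBS pH 7.4, 0.01% Tween-20, preformed 30 min, then compound 30 min at room temperature; top concentration 110uM. AlphaScreen streptavidin donor/nickel chelate acceptor beads (10 ug/mL final), 20 min dark, signal read.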
BLM inh: blocks DNA unwinding by human BLM helicase. P54132. recombinant BLM DNA unwinding, fluorescence dequenching. Potency, µM (doses to about 56.1 µM), without a hit: at the highest dose activity change, negative = inhibition, hits mostly inhibitors. 350,000 tested, 0.2% active;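 further: plate controls were vehicle for no effect and no enzyme for full effect; nearly all actives have a fitted effect of over 35% in size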
POLH inh: inhibitors of human DNA polymerase eta | recombinant Pol eta, fluorescent DNA replication assay | Potency, µM (doses to about 114 µM), inactives show top-dose activity change, negative = inhibition, hits mostly inhibitors | 390,000 tested, 1.2% active | AID 588591; further: on the % scale 0 is the no-effect control and ±100 the full control effect
Target sequence (Q9Y253 whole entry, looked up): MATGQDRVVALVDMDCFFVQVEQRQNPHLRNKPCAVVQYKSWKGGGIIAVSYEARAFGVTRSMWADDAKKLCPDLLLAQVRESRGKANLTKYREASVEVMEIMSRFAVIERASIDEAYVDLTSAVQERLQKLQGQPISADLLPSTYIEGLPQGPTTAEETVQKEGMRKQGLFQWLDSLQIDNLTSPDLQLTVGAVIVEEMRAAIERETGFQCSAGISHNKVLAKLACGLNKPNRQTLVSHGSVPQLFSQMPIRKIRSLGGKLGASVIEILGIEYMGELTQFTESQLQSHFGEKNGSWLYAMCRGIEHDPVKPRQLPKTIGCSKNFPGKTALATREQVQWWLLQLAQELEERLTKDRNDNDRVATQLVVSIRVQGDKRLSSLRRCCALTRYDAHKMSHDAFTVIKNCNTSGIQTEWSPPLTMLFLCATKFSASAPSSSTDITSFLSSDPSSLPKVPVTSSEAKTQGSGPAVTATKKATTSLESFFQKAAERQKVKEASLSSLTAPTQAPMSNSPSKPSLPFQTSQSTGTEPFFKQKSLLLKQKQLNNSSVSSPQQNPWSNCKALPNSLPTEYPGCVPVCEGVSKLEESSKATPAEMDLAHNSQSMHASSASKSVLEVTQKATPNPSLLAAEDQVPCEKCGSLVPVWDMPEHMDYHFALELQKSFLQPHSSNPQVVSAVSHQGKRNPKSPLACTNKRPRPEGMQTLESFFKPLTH
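Fluorescent replication assay: 50 nM final substrate added after a 15 min room-temperature compound preincubation with 10 nM enzyme. Signal taken at 0 min and again at 10 min.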
POLI inh: inhibitors of human DNA polymerase iota; Q9UNA4; Pol iota fluorescent replication assay, 10 min; Potency, µM (highest dose often 115 µM), for inactives: at the top dose activity, negative = inhibition, actives largely listed as inhibitors; 390,000 tested, 1% active
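Pol iota at 10 nM preincubated 15 min with compounds at room temperature; reaction started with fluorescent substrate, 50 nM final. Fluorescence read kinetically at 0 and 10 min; buffer-only wells as negative control.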
Pol beta inh: DNA polymerase beta (human) inhibition. 340,000 tested, 1.3% active. AID 485314. Potency, µM (doses to about 114 µM), inactives show top-dose activity change, negative = inhibition, actives largely listed as inhibitors. P06746. Pol beta primer extension/strand displacement, fluorescence kinetic; further: on the % scale 0 is the no-effect control and ±100 the full control effect
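Preincubation: enzyme (10 nM) with compound, 15 min, RT. Reaction: substrate added to 50 nM final. Reads: 0 and 10 min. Analysis: normalized, Hill fit.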
* hit, by the source's call; ? = inconclusive; . = not tested or not shown; & = joins results of further samples; [ ] = another dose, or the depositor's remark. The call rests on the fitted dose curve; in most records, active means well fitted curve in the direction sought with a large enough effect; inconclusive means small, poorly fitted or top-dose-only effect, or another doubt; inactive means no such curve, though single readings can be large; an effect the other way counts as inactive or inconclusive. Potency means the concentration at half of the fitted maximal effect. A portion of the library; rates above refer to the full screens.

Values run as follows: BLM inh, Apoferritin bind, BAZ2B inh, G9a block, APE1 inh, Pol beta inh, POLI inh, POLH inh, POLK inh
- CCC1CCc2c(sc(NC(=O)c3cccnc3)c2C(N)=O)C1 (stereo not drawn)
 : -6%, -13%, -24%, ?, -4%, -24%, 31%[activator], -1%, -3%
- Cc1c(Br)c(C(F)(F)F)nn1CC(=O)NCc1ccccc1
 : 5%, -12%, 9%, 16%[59 µM], -2%, 2%, 20%, -12%, -13%
- CCOc1ccccc1NC(=O)C(CC(C)C)NC(=O)C1CCCCC1 (stereo not drawn)
 : -1%, -13%, -17%, 4%[12.7 µM], -10%, -2%, 35%[activator], -9%, -9%
- CCC1C(=O)N=C(SCC(=O)NC2CCCCC2)NC1=O (stereo not drawn)
 : -5%, -5%, -21%, 13%, -2%, 7%, -20%, -3%, -4%
- CC(=O)NCCC(=O)Nc1cc(S(=O)(=O)N2CCCCC2)ccc1Oc1ccccc1
 : -11%, -4%, -5%, ., 11%, 34%, -1%, -17%, -13%
- COc1ccc(/C=C2/SC(=O)N(CC(O)Cn3c4ccccc4c4ccccc43)C2=O)cc1 (stereo not drawn)
 : 0%, -5%, -36%, 25%[59 µM], 4%, 15%, 171%[activator], -9%, -2%
- CC1CCCCN1S(=O)(=O)c1ccc(NC(=O)c2cccc(-n3cnnn3)c2)cc1 (stereo not drawn)
 : -5%, ?, -6%, 12%, -4%, -1%, 4%, -19%, -12%
- COc1cc2oc(=O)cc(-c3ccc(-c4ccc(C#N)cc4)cc3)c2c(OC)c1OC
 : 2%[75.6 µM], -8%[110 µM], ., -3%[59 µM], -5%&15%, ., -20%, -12%, -16%
- O=[N+]([O-])c1cccnc1N1CCC(c2cc(-c3cccc(C(F)(F)F)c3)n[nH]2)CC1
 : -18%, ?, 35µM*, ?, -7%, -1%, ?, -11%, -7%
- CN1CCN(CCc2nc3cc(NC(=O)COc4ccccc4)ccc3n2C)CC1
 : -7%, -15%, -1%, 19%[59 µM], -1%, 73%, 13%, -5%, -14%
- COc1ccc(C)cc1NC(=O)CNC(c1ccccc1)c1ccc(C)cc1 (stereo not drawn)
 : -12%, 46%[activator], 8%, 39%, -16%, 1%, 22%, -18%, -9%[60.1 µM]
- CC1=C(C(=O)Nc2ccccc2)C(c2ccccn2)n2nc(SCc3ccccc3)nc2N1 (stereo not drawn)
 : -6%, -1%, -6%, ?, ., -11%, -14%, 14%, -4%
- OCC1CCCCN1C(=S)Nc1ccc(Cl)cc1Cl (stereo not drawn)
 : 1%, ?, -11%, ?, 1%, 6%, ?, -3%, -29%
- COc1ccc(-c2cc(C(=O)N3CCN(c4ncccn4)CC3)c3ccccc3n2)cc1OC
 : ., ., -4%, ?, -3%, ., 9%, -16%, 12%
- Cc1ccc(OCc2ccc(C(=O)NN)o2)cc1C
 : -4%, ?, -7%, ., 17%, 21%, -2%, -10%, -8%
- Cc1cccc(Cn2c(=O)n(Cc3ccccc3)c(=O)c3c2c2cc(C)ccc2n3C)c1
 : -4%, -4%, 2%, -3%[59 µM], ., 17%, 16%, -14%, -1%
- COc1cccc(C(=O)Nc2ccc(C(=O)c3ccccc3)cc2)c1
 : -12%, ?, -24%, 0%, 19%, 1%, -6%, -26%, -4%
- COc1ccc(N(C)C(=O)c2cn(C3CCCCC3)c(=O)c3c2c2ccccc2n3C)cc1
 : -7%, 67%[activator], -30%, -34%[59 µM], ., ?, 6%, -20%, 2%
- COc1ccc(C)cc1S(=O)(=O)N(CC(=O)N1CCOCC1)c1cc(C)cc(C)c1
 : -4%, -4%, 0%, 56%[activator], 14%, -10%, 23%, -29%, -14%
- Cc1ccc(CNC(=O)c2csc3c2CCCCC3)cc1
 : -3%, -18%, -34%, 5%[59 µM], -3%, 6%, 1%, -1%, -4%
- Cc1nonc1NC(=O)CSc1nc(C2CCCCC2)nc2ccccc12
 : 3%, ?, -2%, -36%[59 µM], -6%, 7%, 22%, -20%, -8%
- COc1cc(Cl)ccc1OCc1cc(C(=O)N(C)Cc2nnc(C)o2)no1
 : 1%, -10%, 5%, ?, -9%, 9%, 27%, -20%, -14%
- Cc1ccc(NS(=O)(=O)c2ccc(-c3ccc(=O)[nH]n3)o2)cc1Cl
 : -2%, -9%, -10%, 21%[59 µM], 9%, 0%, 10%, 5%, -1%
- CC(=O)N1CCN2C(=O)C1CCCC(=O)c1cc(C3CCCCC3)ccc12 (stereo not drawn)
 : 0%, -9%, -5%, 18%, 1%, -4%, 24%, 8%, -2%
- COCCNc1c(-c2ccc(OC)c(OC)c2)nc2ccc(Cl)cn12
 : -7%, -10%, 5%, ?, 8%, -29%, -11%, -9%, 0%
- COc1ccc(C(=O)C2CCCN(Cc3cc(Cl)ccc3O)C2)c(OC)c1 (stereo not drawn)
 : -6%, -4%, 45%[activator], ., -4%, 20%, 26%, -21%, -8%
- CCCn1c(=O)c2c(nc3n2CCCN3Cc2ccccc2)n(C)c1=O
 : 2%, -1%, -31%, ?, 50%[activator], -10%, 21%, 0%, -17%[60.1 µM]
- O=C(NCc1ccccc1)C(Cc1ccccc1)N1C(=O)C2C3CCC(C3)C2C1=O (stereo not drawn)
 : 1%, ?, ?, 1%, 0%, -4%, 7%, -11%, 4%
- O=C(C1CCC(=O)N(C2CC2)C1)N1CCC(Oc2cccc(F)c2)CC1 (stereo not drawn)
 : -3%, -7%, 2%, 1%, -10%, 16%, ?, -7%, -8%
- COc1ccc(-c2nnc(SCC(=O)Nc3ccc(C)cc3)n2C)cc1
 : -4%, -14%, ., -7%[59 µM], -1%, 3%, 3%, 5%, -3%
- COC(=O)CCCNC(=O)c1ccc(OS(=O)(=O)c2cc([N+](=O)[O-])ccc2C)cc1
 : ., ., -24%, ?, 49%[activator], ., 20%, -13%, 3%
- CCOC(=O)c1cnc2ccccc2c1Nc1cccc(OC)c1
 : -8%, -8%, 34%, 5%[59 µM], ., -17%, -3%, -10%, -9%[60.1 µM]
- COc1cc(C(=O)NCCC2=CCCCC2)ccc1OCc1c(C)noc1C
 : ., ., 4%, 16%[2.33 µM], 6%, ., 7%, -1%, -7%
- CCc1nnc(NC(=O)C2CCCN2C(=O)Nc2ccc(Cl)cc2)s1 (stereo not drawn)
 : -2%, 3%, -4%, 4%, -4%, 19%, 6%, -19%, 5%
- Cn1c(=O)c2c(nc(NCCc3ccccc3)n2Cc2ccc(Cl)cc2)n(C)c1=O
 : -12%, 37%[activator], -34%, -46%[59 µM], ., 9%, -1%, -20%, -7%
- COCCNC(=S)N1CCC(NC(=O)Nc2ccc(C)cc2)CC1
 : 3%, 0%, -21%, 9%, 7%, -12%, 12%, -21%, -3%
- O=C(c1cccc([N+](=O)[O-])c1)N1CCCC(C(=O)N2CCN(c3ccccc3)CC2)C1 (stereo not drawn)
 : -1%, -12%, 0%, 28%, 3%, -1%, 25%, -18%, -3%
- CC1(C)CC(=O)C=C(Nc2ccc(C(=O)O)cc2)C1
 : 3%, -10%, 10%, -22%[59 µM], 0%, 13%, 4%, 7%, -4%
- Cc1ccc(-c2ccc(C(=O)NCc3ccc(Cl)cc3)o2)c2ccccc12
 : -14%, ?, ?, 14µM*, ?, ?, ?, -22%, -18%
- Cc1ccc(S(=O)(=O)C2C(=O)N(C)C3(C)CC2c2ccccc2O3)cc1C (stereo not drawn)
 : 2%, -6%, 1%, 12%, -1%, 20%[57.1 µM], 1%, ?, -5%
- CSc1nnc2c(n1)OC(C)N(C(=O)c1ccccc1)c1ccccc1-2 (stereo not drawn)
 : 0%, 68%[activator], -35%, ., 12%, 25%, 88%[activator], 8%, -10%
- O=C(OCC(=O)N1CCCc2ccccc21)c1ccc(F)c(S(=O)(=O)N2CCOCC2)c1
 : ., ., -7%, ?, 31%, ., 11%, 1%, -13%
- O=C(NCCCCNC(=O)c1ccc(Cl)s1)c1ccc(Cl)s1
 : -4%, 6%, -13%, ?, 3%, 1%, -1%, -19%, -19%
- COc1ccccc1NS(=O)(=O)c1cc(NC(=O)c2ccc3c(c2)OCCO3)ccc1C
 : 0%, -14%, -8%, ?, -6%, 28%, ?, -25%, 0%
- Cn1c(COc2ccc(Cl)cc2)nnc1SCC(=O)NC1CC1
 : ., ., -23%, ?, 35%, ., 40%, -18%, 1%
- Cc1ccc(N=Cc2ccc(O)cc2O)cc1F
 : -10%, -7%, -35%, 10µM*, 10%, 7%, ?, ?, ?
- COCCCNC(=O)CSC1=Nc2ccccc2C2=NC(Cc3c[nH]c4ccccc34)C(=O)N12 (stereo not drawn)
 : -8%, -18%, -6%, -39%, -1%, 12%, 89%[activator], -7%, -9%
- CCOc1cc(-c2nnn(CC(=O)N3CCCCC3)n2)ccc1OC
 : 0%, -5%, 5%, 37%, 13%, 27%, 39%[activator], -20%, 3%
- O=C(COc1ccc(Cl)cc1)NCCCNC(=O)c1cnccn1
 : 0%, -4%, -8%, -9%, 18%, -2%, -15%, -14%, 7%
- CN1/C(=C\C(=O)c2cccnc2)Sc2ccccc21
 : 0%, -18%, -2%, 28µM*, -2%, ?, -6%, -6%, -6%

Complete entries as entered above:
`CCOc1cc(-c2nnn(CC(=O)N3CCCCC3)n2)ccc1OC` across the screens: BLM inh: 0%; Apoferritin bind: -5%; BAZ2B inh: 5%; G9a block: 37%; APE1 inh: 13%; Pol beta inh: 27%; POLI inh: 39%[activator]; POLH inh: -20%; POLK inh: 3%
`Cc1ccc(N=Cc2ccc(O)cc2O)cc1F` across the screens: BLM inh: -10%; Apoferritin bind: -7%; BAZ2B inh: -35%; G9a block: 10µM*; APE1 inh: 10%; Pol beta inh: 7%; POLI inh: ?; POLH inh: ?; POLK inh: ?
`O=C(COc1ccc(Cl)cc1)NCCCNC(=O)c1cnccn1` across the screens: BLM inh: 0%; Apoferritin bind: -4%; BAZ2B inh: -8%; G9a block: -9%; APE1 inh: 18%; Pol beta inh: -2%; POLI inh: -15%; POLH inh: -14%; POLK inh: 7%
